# Bfl-1 Bim block – human Bim-Bfl-1 interaction inhibition | 0.12% of 190,000 active | Q16548 | Bead-based flow cytometry, Bim-Bfl-1 binding inhibition | inhibition, % at 10 µM | AID 1008;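 note: 0% = wells without compound plus tracer and 100% = blocker peptide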
# Bcl-2 Bim block – inhibitors of Bim-Bcl-2 interaction, human | Bead-based flow cytometry, Bim peptide-Bcl-2 binding | inhibition, % at 10 µM | 0.06% of 190,000 active | AID 950; in the data active = inhibition above about 40%; inconclusive = no clear call, values can overlap the other calls;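 note: 0% = no compound wells with probe peptide and 100% = reference peptide inhibitor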
# ABCB1 block – human ABCB1 inhibition, ABCG2 as counter-screen; inhibition, % at 6.6 µM; CCRF-Adr cells, JC-1 efflux, flow cytometry; 0.067% of 190,000 active; AID 1326; in the data active = inhibition above about 40%;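 note: 0% = vehicle and 100% = reference inhibitor; higher value means more JC-1 retained so stronger ABCB1 efflux block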
# GSH fluor – GSH bead compound fluorescence profile. GSH beads flow cytometry, compound fluorescence 488/530 nm; active compounds read high. fluorescence (KMESF) at 10 µM. 0.25% of 190,000 active; in the data active = fluorescence above about 89;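 note: glutathione beads carrying GST-tagged Bcl family fusion proteins plus one bare bead set; values are compound well signal with DMSO vehicle wells as background; inactives centre near 16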
# Bim-Bcl-B – human Bim-Bcl-B interaction inhibition; Q9HD36; bead-based flow cytometry, Bim peptide-Bcl-B binding; inhibition, % at 10 µM; 0.073% of 190,000 active;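 note: 0% = tracer peptide without compound and 100% = reference inhibitor peptide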
# RGS7-Gao reg – regulators of human RGS7-Galphao interaction. P09471. Multiplexed bead flow cytometry, RGS7-Galphao binding; actives lie on both sides. 0.35% of 220,000 active. binding response (% of control), % at 10 µM. AID 1439; in the data active = binding response below about 49% or above about 150%; inconclusive = no clear call, values can overlap the other calls; inactive = in between;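 note: fluorescent Galphao held in activated GDP-AlF4 state binding bead-coupled RGS7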
# Target sequence (P09471 whole entry, looked up): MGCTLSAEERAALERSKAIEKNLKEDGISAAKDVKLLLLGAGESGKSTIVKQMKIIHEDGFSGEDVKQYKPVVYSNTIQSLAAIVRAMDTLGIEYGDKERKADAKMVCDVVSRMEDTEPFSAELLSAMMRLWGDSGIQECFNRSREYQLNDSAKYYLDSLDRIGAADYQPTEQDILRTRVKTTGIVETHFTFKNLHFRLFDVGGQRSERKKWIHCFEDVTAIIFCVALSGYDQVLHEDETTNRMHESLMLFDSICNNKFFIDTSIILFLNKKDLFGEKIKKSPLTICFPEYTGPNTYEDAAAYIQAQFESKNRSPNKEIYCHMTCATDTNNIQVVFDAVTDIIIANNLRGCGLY
# RGS8-Gao – human RGS8-Galphao interaction regulation | P09471 | multiplexed bead flow cytometry, RGS8-Galphao binding; actives lie on both sides | response (percent of control binding), % at 10 µM | 0.34% of 220,000 active; in the data active = response below about 60% or above about 140%; inactive = in between;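 note: Galphao activated as the GDP aluminium fluoride complex binding bead-coupled RGS8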
# Bcl-W Bim block – human Bim-Bcl-W interaction inhibition; Q92843; bead-based flow cytometry, Bim peptide-Bcl-W binding; inhibition, % at 10 µM; 0.02% of 190,000 active;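 note: 0% = bound tracer without compound and 100% = peptide blocker; higher means less fluorescent Bim peptide bound to Bcl-W beads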
# ABCG2 inh – inhibitors of human ABCG2 transporter, ABCB1 counter-screen. 0.1% of 190,000 active. IgMXP3 cells, JC-1 efflux, flow cytometry. inhibition, % at 6.6 µM. Q9UNQ0;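 active = inhibition above 80%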;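 note: 0% = DMSO and 100% = nicardipine control wells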
# Target sequence (Q9UNQ0 whole entry, looked up): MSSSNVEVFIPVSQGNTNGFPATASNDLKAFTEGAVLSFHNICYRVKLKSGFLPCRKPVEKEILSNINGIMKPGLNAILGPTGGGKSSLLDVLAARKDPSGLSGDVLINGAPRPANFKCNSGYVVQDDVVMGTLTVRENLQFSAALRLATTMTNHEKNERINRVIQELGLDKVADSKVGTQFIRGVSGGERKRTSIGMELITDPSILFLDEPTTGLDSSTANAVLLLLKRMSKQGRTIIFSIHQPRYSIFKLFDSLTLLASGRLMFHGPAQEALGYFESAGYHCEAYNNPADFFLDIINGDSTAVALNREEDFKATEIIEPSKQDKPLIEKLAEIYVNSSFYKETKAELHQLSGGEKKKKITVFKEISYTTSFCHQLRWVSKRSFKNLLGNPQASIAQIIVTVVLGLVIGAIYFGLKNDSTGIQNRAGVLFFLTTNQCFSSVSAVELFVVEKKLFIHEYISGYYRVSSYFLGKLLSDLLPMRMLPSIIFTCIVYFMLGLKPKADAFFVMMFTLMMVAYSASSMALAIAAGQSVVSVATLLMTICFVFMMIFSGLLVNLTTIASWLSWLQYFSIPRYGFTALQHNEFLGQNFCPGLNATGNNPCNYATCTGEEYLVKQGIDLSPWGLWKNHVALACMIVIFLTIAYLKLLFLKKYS
#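 Assay system – ABCG2 IgMXP3 and barcoded ABCB1 CCRF-Adr cell mix · Input – 3 million cells/mL in well · Reagent – JC-1 fluorescent substrate · Compound – single test compound dose, 6.6 µM final · Timing – 10 min exposure at 25 °C with rotation, no wash · Detection – flow cytometry of retained JC-1 fluorescence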
# Bcl-XL Bim block – disrupts Bim peptide binding to human Bcl-XL; Q07817; bead flow cytometry, fluorescence; inhibition, % at 10 µM; 0.04% of 190,000 active; AID 1007
# RGS4-Gao reg – human RGS4-Galphao interaction regulation; binding response (% of control), % at 10 µM; P09471; Multiplexed bead flow cytometry, RGS4-Galphao binding; actives lie on both sides; 0.33% of 220,000 active; in the data active = binding response below about 49% or above about 150%; inactive = in between;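 note: fluorescent Galphao activated with aluminum fluoride binding bead-coupled RGS4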
# * marks the source's active call; other numbers are inactive results; ? = inconclusive; · = no result given. Cut-off read from the data, not from the text of the source, unless noted: active = inhibition above about 40%.
# The opening 6 compounds, to show the layout:
item	canonical_smiles	Bfl-1 Bim block	Bcl-2 Bim block	ABCB1 block	GSH fluor	Bim-Bcl-B	RGS7-Gao reg	RGS8-Gao	Bcl-W Bim block	ABCG2 inh	Bcl-XL Bim block	RGS4-Gao reg
1	CC(C)CC(=O)c1c[nH]c(C(=O)NCCCn2ccnc2)c1	0.0	4.0	0.3	15	1.0	98.2	102.6	-1.0	2.0	-1.0	102.3
2	O=C(NC(=S)Nc1ccc(N2CCOCC2)cc1)c1cncc(Br)c1	0.0	-3.0	1.2	15	-6.0	91.8	81.0	-5.0	10.8	-9.0	90.1
3	CCn1cc(S(=O)(=O)N2CCN(Cc3cccc(Cl)c3)CC2)cn1	-1.0	1.0	0.5	14	-4.0	102.0	102.8	0.0	-1.3	0.0	106.6
4	Cc1noc(NS(=O)(=O)c2ccc(N3Cc4ccccc4C3=O)cc2)c1C	1.0	-1.0	0.5	8	0.0	99.4	95.6	-1.0	2.0	-1.0	98.5
5	Cc1cccc(C)c1-n1c(C)cc(/C=N\NC(=O)CC(=O)NC2CCCCC2)c1C	-14.0	-7.0	-0.1	20	-7.0	100.8	102.9	-4.0	0.1	-9.0	100.4
6	COC(=O)[C@@]1(Cc2ccc(OC)cc2)[C@H]2c3cc(C(=O)N4CCCC4)n(CCN4CCNC4=O)c3C[C@H]2CN1C(=O)c1ccccc1	4.0	9.0	1.1	18	0.0	99.4	97.6	5.0	1.3	0.0	97.3

# The list itself, previewed entries included:
item	canonical_smiles	Bfl-1 Bim block	Bcl-2 Bim block	ABCB1 block	GSH fluor	Bim-Bcl-B	RGS7-Gao reg	RGS8-Gao	Bcl-W Bim block	ABCG2 inh	Bcl-XL Bim block	RGS4-Gao reg
1	CC(C)CC(=O)c1c[nH]c(C(=O)NCCCn2ccnc2)c1	0.0	4.0	0.3	15	1.0	98.2	102.6	-1.0	2.0	-1.0	102.3
2	O=C(NC(=S)Nc1ccc(N2CCOCC2)cc1)c1cncc(Br)c1	0.0	-3.0	1.2	15	-6.0	91.8	81.0	-5.0	10.8	-9.0	90.1
3	CCn1cc(S(=O)(=O)N2CCN(Cc3cccc(Cl)c3)CC2)cn1	-1.0	1.0	0.5	14	-4.0	102.0	102.8	0.0	-1.3	0.0	106.6
4	Cc1noc(NS(=O)(=O)c2ccc(N3Cc4ccccc4C3=O)cc2)c1C	1.0	-1.0	0.5	8	0.0	99.4	95.6	-1.0	2.0	-1.0	98.5
5	Cc1cccc(C)c1-n1c(C)cc(/C=N\NC(=O)CC(=O)NC2CCCCC2)c1C	-14.0	-7.0	-0.1	20	-7.0	100.8	102.9	-4.0	0.1	-9.0	100.4
6	COC(=O)[C@@]1(Cc2ccc(OC)cc2)[C@H]2c3cc(C(=O)N4CCCC4)n(CCN4CCNC4=O)c3C[C@H]2CN1C(=O)c1ccccc1	4.0	9.0	1.1	18	0.0	99.4	97.6	5.0	1.3	0.0	97.3
7	COc1ccc(N2CCN(C(=O)CCCn3c(=O)[nH]c4cc(Cl)ccc4c3=O)CC2)cc1	-11.0	-9.0	1.9	33	-8.0	105.1	102.5	1.0	17.1	0.0	103.7
8	COc1ccc2cc(C3CC(c4ccco4)=NN3C(=O)CCC(=O)O)c(Cl)nc2c1 (stereo not drawn)	1.0	2.0	0.3	12	3.0	95.1	99.3	0.0	4.1	0.0	99.1

# Exported with two lines to a compound: part of the list above.
# Fields: Bfl-1 Bim block | Bcl-2 Bim block | ABCB1 block | GSH fluor | Bim-Bcl-B | RGS7-Gao reg | RGS8-Gao | Bcl-W Bim block | ABCG2 inh | Bcl-XL Bim block | RGS4-Gao reg
6	COC(=O)[C@@]1(Cc2ccc(OC)cc2)[C@H]2c3cc(C(=O)N4CCCC4)n(CCN4CCNC4=O)c3C[C@H]2CN1C(=O)c1ccccc1
    4.0 | 9.0 | 1.1 | 18 | 0.0 | 99.4 | 97.6 | 5.0 | 1.3 | 0.0 | 97.3
4	Cc1noc(NS(=O)(=O)c2ccc(N3Cc4ccccc4C3=O)cc2)c1C
    1.0 | -1.0 | 0.5 | 8 | 0.0 | 99.4 | 95.6 | -1.0 | 2.0 | -1.0 | 98.5

# Other structures.
item	canonical_smiles	Bfl-1 Bim block	Bcl-2 Bim block	ABCB1 block	GSH fluor	Bim-Bcl-B	RGS7-Gao reg	RGS8-Gao	Bcl-W Bim block	ABCG2 inh	Bcl-XL Bim block	RGS4-Gao reg
9	O=C(c1ccco1)N1CCN(C(=O)c2ccc(COc3ccc4c(c3)CCC4)o2)CC1	-1.0	0.0	0.2	12	0.0	95.7	89.3	0.0	1.6	-1.0	92.5
10	CN(c1ccc(OCC(=O)OCC(=O)Nc2ccc(F)cc2)cc1)S(=O)(=O)c1ccc(Cl)cc1	-8.0	-9.0	-0.6	11	-7.0	101.2	98.8	-4.0	12.8	-5.0	100.1
11	CCOC(=O)c1cc2c(c(CSc3nc4ccccc4c(=O)n3Cc3ccco3)c1)OCOC2	-6.0	-11.0	8.0	51	-16.0	103.6	101.7	0.0	8.1	-4.0	99.3
12	CCNC(=O)CCCOc1ccc(Cl)cc1Cl	-12.0	-10.0	0.3	38	-8.0	99.8	102.5	-2.0	5.8	-1.0	99.5
13	COc1ccc(NC(=O)Nc2c(SC)nsc2SC)cc1	0.0	-1.0	0.2	10	-9.0	103.9	106.7	-7.0	0.1	-14.0	108.1
14	COc1cc(/C=N/NC(=O)C(=O)/C=C2\NC3(CCCC3)Cc3ccccc32)ccc1O	-2.0	-4.0	0.2	12	-4.0	101.4	100.0	0.0	0.6	-5.0	99.4
15	CCN1C(=O)c2ccc(-c3nc4ccccc4c(=O)o3)cc2C1=O	-5.0	-1.0	1.0	18	-3.0	101.1	98.6	-3.0	0.9	-1.0	96.9
16	Cn1c(=O)n(Cc2ccccc2)c(=O)c2c1nc(NCC1CCCO1)n2Cc1ccccc1 (stereo not drawn)	-8.0	-8.0	0.0	13	-10.0	102.2	102.0	-3.0	0.1	-4.0	101.4
17	CC(/C=C/c1ccccc1)=N\Nc1nc(C)cc(C)n1	0.0	-1.0	0.7	25	-5.0	100.2	103.1	-1.0	2.4	-2.0	100.9
18	O=C(c1cc([N+](=O)[O-])ccc1N1CCCC1)N1CCCCC1	-6.0	-5.0	0.8	16	-5.0	?	102.0	-3.0	0.8	-5.0	99.3
19	C(=N\Nc1nc(-c2ccccc2)cs1)/c1ccncc1	-4.0	-1.0	0.2	28	-4.0	110.0	106.9	3.0	2.1	0.0	102.4
20	COC(=O)c1ccc(NC(CC(C)C)C(=O)OC)c([N+](=O)[O-])c1 (stereo not drawn)	-1.0	-2.0	·	10	-5.0	96.2	97.5	0.0	6.7	-3.0	98.5
21	CN(C)S(=O)(=O)c1ccc(C(=O)Nc2ccc(F)cc2F)cc1	-9.0	-12.0	-2.2	25	-7.0	102.9	102.2	2.0	-0.8	-3.0	99.9
22	CCN(CC)c1ccc(C(=O)OCC(=O)Nc2cc3oc4ccccc4c3cc2OC)cc1	-2.0	-2.0	0.0	12	0.0	98.3	100.1	-5.0	0.2	-4.0	100.5
23	COc1cc(C(=O)NC(=S)Nc2ccc3oc(=O)ccc3c2)cc(OC)c1OC	-3.0	-2.0	1.3	20	-4.0	97.0	99.7	-2.0	9.7	-3.0	99.0
24	O=C(c1ccc(S(=O)(=O)NCC2CCCO2)cc1)N1CCN(c2cccc(Cl)c2)CC1 (stereo not drawn)	-7.0	-5.0	0.6	17	-6.0	?	101.5	-3.0	9.0	-6.0	101.9
25	Cc1ccc(-n2c(CNc3ccc(F)cc3)nnc2SCC(=O)N2CCOCC2)cc1	2.0	0.0	1.2	27	0.0	106.7	102.3	4.0	15.1	0.0	99.2
26	COc1ccc(N2COC3c4cccc5cccc(c45)C32)cc1 (stereo not drawn)	3.0	-5.0	0.6	14	-5.0	100.5	103.7	-1.0	1.5	-4.0	100.3
27	O=C(c1ccc2ccccc2n1)N1CCN(c2ccccc2O)CC1	-10.0	-5.0	0.7	13	0.0	100.1	100.7	3.0	5.0	-2.0	100.9
28	O=C1C=C(NC2CCCC2)CC(c2ccccc2)C1 (stereo not drawn)	-4.0	-1.0	0.0	10	-1.0	101.3	100.9	-2.0	-0.3	-1.0	97.3
29	CC(=O)N1N=C(c2ccc(C)o2)CC1c1ccc(F)cc1 (stereo not drawn)	-6.0	-4.0	0.3	17	-10.0	84.8	91.0	-5.0	2.5	-9.0	89.7
30	Cc1ccc(-c2noc(CSc3ccccc3)n2)cc1	-9.0	-11.0	-8.0	11	-6.0	105.3	106.3	-1.0	-3.6	-7.0	101.3
31	CCc1ccc(/C=C2\Oc3cc(OS(C)(=O)=O)ccc3C2=O)cc1	-7.0	-9.0	0.5	13	-7.0	102.2	100.7	-1.0	0.8	-2.0	102.4
32	Cc1nc(SCC(=O)Nc2ccc(F)cc2)c2oc3ccccc3c2n1	-13.0	-9.0	0.8	18	-2.0	100.3	104.8	0.0	8.2	-4.0	105.8
33	CN(Cc1nc(-c2cccnc2)no1)S(=O)(=O)c1ccccc1	-14.0	-10.0	0.0	30	-10.0	106.8	109.7	-1.0	0.4	-10.0	112.3
34	Cc1cccc(Cc2nnc(CCC(=O)NCc3cnc4ccccn34)o2)c1	-2.0	-5.0	2.3	13	-6.0	100.7	99.7	0.0	6.9	-1.0	100.2
35	O=c1[nH]cnc2[nH]ncc12	1.0	3.0	-0.8	20	-4.0	104.7	105.3	0.0	-2.9	-2.0	103.5
36	CCCCc1ccc(N=N/C(C(=O)Nc2cc(OC)c(NC(C)=O)cc2OC)=C(/C)O)cc1	-4.0	1.0	1.5	9	-7.0	98.2	104.0	-6.0	16.6	-8.0	98.6
37	Cc1cccc(NC(=O)NNC(=O)c2cc3ccccc3cc2O)c1C	-4.0	0.0	-1.0	9	-1.0	104.0	100.4	-6.0	-1.2	-3.0	103.3
38	Cc1cc(/C=N/NC(=O)CC#N)c(C)n1-c1ccc([N+](=O)[O-])cc1	-2.0	-2.0	0.2	11	-1.0	?	98.9	0.0	3.6	0.0	97.0
39	COc1ccc(C(CC(=O)Nc2nccs2)n2cccc2)cc1 (stereo not drawn)	0.0	1.0	0.5	12	0.0	107.3	102.0	2.0	3.8	4.0	105.0
40	Cc1c(C(=O)NCCSCc2c(Cl)cccc2Cl)cccc1[N+](=O)[O-]	-2.0	-2.0	1.3	17	0.0	99.2	103.1	0.0	8.8	0.0	103.2
41	O=C(NCc1ccccn1)C1CCC(=O)N1C1CCCCC1 (stereo not drawn)	-1.0	-3.0	-2.3	24	-2.0	96.0	91.2	0.0	-2.9	-3.0	95.3
42	O=C(O)C1CC=C(Cl)CC1C(=O)NCc1ccccc1 (stereo not drawn)	0.0	-1.0	-0.5	22	-1.0	103.3	103.9	0.0	-1.7	0.0	100.6
43	CCO[C@H]1OC(C(=O)NCc2ccccc2)=C[C@@H](c2ccccc2)[C@@H]1CCCO	-6.0	-8.0	1.6	20	-2.0	96.7	101.1	0.0	5.3	0.0	95.2
44	Cn1ncc(N=Cc2ccccc2)c1C(N)=O	-15.0	1.0	0.1	24	-3.0	95.0	99.1	2.0	0.2	-4.0	94.1

# Assay outcomes (PubChem)
